Screening results as filed in PubChem.
Neddyl block: inhibitors of cullin neddylation, primary screen, biochemical, TR-FRET, uHTS, NAE and Ubc12; NEDD8-conjugating enzyme Ubc12 (Homo sapiens) + NEDD8-activating enzyme E1 regulatory …; calls only at 25 µM; 360,000 compounds, 0.58% hits; in the data active = inhibition above about 36%
SUMO1-SIM PPI: modulators of SUMO1 protein-protein interactions, primary screen, biochemical, uHTS; Small ubiquitin-related modifier 1 (Homo sapiens), P63165; SUMO1 binding to a labelled peptide, TR-FRET, 1 h; inhibition, % at 20 µM; 360,000 compounds, 0.33% hits; in the data active = inhibition above about 37%
Rpn11 block: Rpn11 (PSMD14) deubiquitinase inhibitors, primary screen, biochemical, fluorescence polarization, uHTS; human 26S proteasome, Ub4-pepOG fluorescence polarization; 20S core pre-blocked with epoxomicin; calls only at 20 µM; 360,000 compounds, 0.59% hits; AID 588493, 2011;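 active = inhibition at 20 µM, scaled to each plate's controls, above about 33%, limit read from the data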
Rin1-Abl PPI inh: inhibitors of Rin1-Abl protein binding, primary screen, biochemical, TR-FRET | Tyrosine-protein kinase ABL1 (Homo sapiens) + Ras and Rab interactor 1 (Homo sapiens), … | inhibition, % at 7.35 µM | 360,000 compounds, 0.4% hits; in the data active = inhibition above about 5%, passing the limit was not always enough
Scp-1 inhibitor: Scp-1 phosphatase inhibitors, primary screen, biochemical, colorimetric, uHTS; 340,000 compounds, 0.88% hits; inhibition, % at 20 µM; Carboxy-terminal domain RNA polymerase II polypeptide A small phosphatase 1 (Homo …; AID 493091, 2011; Recombinant Scp1, phosphopeptide, malachite green phosphate absorbance;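 active = inhibition above about 50% at 20 µM, limit read from the data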;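 note: plate controls were DMSO wells with enzyme for no effect and wells lacking enzyme for full effect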
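Test system: SCP-1 phosphatase catalytic domain, residues 76-261; measured by: colorimetric phosphate reagent with accelerator and stabiliser, absorbance at 630 nm; timing: enzyme reaction 45 min at room temperature, colour 5 min, stabilisation 30 min; also added: Phosphorylated 17-residue peptide substrate; compound dosing: one concentration, 20 µM, with 1.0% DMSO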
CSN deneddyl inh: inhibitors of CSN-mediated cullin deneddylation, primary screen, biochemical, fluorescence polarization, uHTS. COP9 signalosome complex subunit 5 (Homo sapiens), Q92905. Purified CSN, SCF-Nedd8-OG deneddylation. inhibition, % at 12.5 µM. 360,000 compounds, 0.38% hits. AID 651999, 2013;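 active = pattern-corrected inhibition above about 35%, with an unprinted fluorescence ratio check between 0.5 and 1.5, limit read from the data, passing the limit was not always enough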;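 note: 0% = enzyme with substrate and 100% = substrate without enzyme; some results filed as inactive read as strong as hits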
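assay system = purified human Csn5 enzyme expressed in HEK293T cells | amount = 0.24 nM enzyme | buffer or medium = Tris/NaCl/DTT buffer, pH 7.5 | reagent = 10 nM SCFSkp2-Nedd8OG | compound = one concentration, 12.5 µM, 0.25% DMSO | times = 90 min reaction at room temperature | signal = FP | read-out basis = % inhibition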
DNMT1 inh: human DNMT1 methyltransferase inhibitors, primary screen, biochemical, molecular beacon, fluorescence, HinP1I cleavage, uHTS; AID 588458, 2011; DNA (cytosine-5)-methyltransferase 1 (Homo sapiens), P26358; 360,000 compounds, 0.83% hits; inhibition (reported as % activation of signal), % at 10 µM; in the data active = inhibition above about 50%
Target sequence (P26358 504-1616 limits assumed): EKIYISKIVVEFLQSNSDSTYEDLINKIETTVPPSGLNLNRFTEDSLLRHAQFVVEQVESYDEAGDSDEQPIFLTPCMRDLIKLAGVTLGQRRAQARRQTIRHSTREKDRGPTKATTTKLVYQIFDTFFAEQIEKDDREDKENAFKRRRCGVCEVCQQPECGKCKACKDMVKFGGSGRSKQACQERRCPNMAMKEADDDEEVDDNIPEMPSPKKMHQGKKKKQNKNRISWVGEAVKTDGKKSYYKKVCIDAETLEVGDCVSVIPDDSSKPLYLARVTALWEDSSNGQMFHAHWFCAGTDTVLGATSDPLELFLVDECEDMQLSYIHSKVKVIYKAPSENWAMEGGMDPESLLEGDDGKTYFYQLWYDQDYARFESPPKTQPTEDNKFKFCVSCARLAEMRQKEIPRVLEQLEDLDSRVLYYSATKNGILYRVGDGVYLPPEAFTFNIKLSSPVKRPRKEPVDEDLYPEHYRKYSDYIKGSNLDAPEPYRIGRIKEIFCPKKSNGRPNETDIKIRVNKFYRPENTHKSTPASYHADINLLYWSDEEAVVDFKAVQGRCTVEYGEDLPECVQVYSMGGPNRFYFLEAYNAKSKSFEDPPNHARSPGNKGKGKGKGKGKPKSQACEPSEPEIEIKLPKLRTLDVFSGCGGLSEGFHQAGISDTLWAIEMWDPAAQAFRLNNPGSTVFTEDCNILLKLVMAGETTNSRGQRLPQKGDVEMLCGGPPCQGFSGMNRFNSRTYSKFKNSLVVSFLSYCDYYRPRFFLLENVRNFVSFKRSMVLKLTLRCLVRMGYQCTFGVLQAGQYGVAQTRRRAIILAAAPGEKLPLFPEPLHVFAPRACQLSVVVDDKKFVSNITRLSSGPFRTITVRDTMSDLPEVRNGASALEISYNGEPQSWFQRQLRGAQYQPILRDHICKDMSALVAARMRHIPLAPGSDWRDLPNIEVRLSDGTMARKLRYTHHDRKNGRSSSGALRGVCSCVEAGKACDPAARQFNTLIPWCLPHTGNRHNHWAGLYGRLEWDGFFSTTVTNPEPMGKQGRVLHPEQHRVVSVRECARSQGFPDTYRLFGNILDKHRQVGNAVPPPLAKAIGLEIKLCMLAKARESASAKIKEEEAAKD
LMPTP inh: LMPTP phosphatase inhibitors, primary screen, biochemical, fluorescence intensity, uHTS; recombinant LMPTP-A, OMFP fluorogenic substrate; inhibition, % at 20 µM; 360,000 compounds, 0.22% hits; AID 651560, 2012;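 active = compounds that cut the enzyme signal by at least half of the control window in the single-dose screen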;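 note: plate controls were DMSO wells with enzyme plus substrate for no effect and substrate without enzyme for full effect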
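Test system: LMPTP-A, protein tyrosine phosphatase of low molecular weight; Input: 0.625 nM enzyme; Incubation: 50 min dark incubation at room temperature; Signal: endpoint fluorescence intensity from OMFP dephosphorylation; Read-out basis: % inhibition versus control wells.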
NadD block: inhibitors of S. aureus NadD, primary screen, biochemical, colorimetric, uHTS. Nicotinate-nucleotide adenylyltransferase NadD (Staphylococcus aureus N315). purified NadD enzyme, colorimetric absorbance read-out. inhibition, % at 20 µM. 360,000 compounds, 0.78% hits. AID 602399, 2012; in the data active = inhibition above about 26%; note: some compounds past the cut are filed as inactive
STEP block: STEP phosphatase inhibitors, primary screen, biochemical, fluorescence intensity, uHTS; inhibition, % at 20 µM; 360,000 compounds, 0.25% hits; recombinant STEP, OMFP fluorogenic substrate;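 active = inhibition at 20 µM, scaled per plate between control wells, above about 37%, limit read from the data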;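 note: 0% = DMSO with enzyme and substrate and 100% = substrate only without enzyme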
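Assay system: isolated STEP enzyme. Buffer or medium: pH 6.0 Bis-Tris with DTT and Tween 20. Also added: fluorogenic phosphatase substrate OMFP at 25 µM final. Dosing: 20 µM, 1% DMSO. Timing: 20 min reaction, room temperature, in the dark. Measured by: fluorescence intensity, excitation 480 nm, emission 540 nm. Evaluation: normalized % inhibition.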
* hit, by the source's call; i = inactive; / = no result given; + = active, no number.

nr | compound | Neddyl block | SUMO1-SIM PPI | Rpn11 block | Rin1-Abl PPI inh | Scp-1 inhibitor | CSN deneddyl inh | DNMT1 inh | LMPTP inh | NadD block | STEP block
1 | Cc1cc(NC(=O)CSc2ccccc2)no1 | i | 2 | i | -2 | 5 | 1 | 0 | -0.7 | -4 | -1
2 | COCCNC(=S)Nc1ccccn1 | i | -2 | i | 0 | -10 | 2 | 5 | -1.4 | 1 | -2
3 | Cc1c(Cl)cccc1NC(=O)Cn1nc(C)n2cccc2c1=O | i | 6 | i | 3 | 13 | -1 | 1 | 3.0 | -4 | -4
4 | O=C(CC1Sc2ccccc2NC1=O)NCc1ccc(Cl)cc1 (configuration not stated) | i | -1 | i | 0 | -7 | -4 | -1 | -0.9 | -3 | 13
5 | CCOC(=O)COc1coc(CN2CCN(c3ccc(F)cc3)CC2)cc1=O | i | 1 | i | -2 | -1 | -2 | -1 | -1.6 | -3 | -1
6 | CN1CCN(C(=S)NC(=O)c2ccco2)CC1 | i | 2 | i | -2 | -6 | -1 | 1 | -0.9 | -1 | -3
7 | CCOc1cc(/C=C2\SC(=N)N(c3nccs3)C2=O)ccc1OCCN1CCOCC1 | i | -4 | i | -2 | -4 | -2 | 0 | 2.4 | -1 | -2
8 | CC(C)c1ccc(CNc2nnnn2C)cc1 | i | -2 | i | -2 | -8 | 3 | 0 | -2.7 | -3 | -2
9 | COc1ccc(NC(=O)c2ccc(S(=O)(=O)NCc3cccnc3)cc2)cc1 | i | 3 | i | 0 | -2 | 2 | -1 | 0.7 | 2 | 1
10 | CCOC(=O)C1=CN(CC)S(=O)(=O)NC1CC (configuration not stated) | i | 1 | i | -2 | 7 | -1 | 8 | -1.8 | -2 | 8
11 | Cc1cc(NS(=O)(=O)c2ccc(NC(=O)CSc3nc4sc(C(=O)O)c(C)c4c(=O)[nH]3)cc2)no1 | i | 26 | i | 2 | -3 | -12 | 1 | -0.8 | -1 | 2
12 | CS(=O)(=O)N1CCN(c2nnc(-c3ccccc3)c3ccccc23)CC1 | i | -2 | i | -4 | 3 | -3 | 4 | -0.1 | 2 | 1
13 | COc1ccc(C(=O)Nc2cnccn2)cc1[N+](=O)[O-] | i | -28 | i | 1 | 1 | -2 | 3 | -2.2 | -2 | -1
14 | CC(=O)Nc1ccccc1C(F)(F)F | i | -2 | i | -1 | -7 | 0 | 2 | -1.5 | -1 | -2
15 | Cc1cc(C)cc(Cn2cc(CN3CC(N4CCN(CCO)CC4)CS3(=O)=O)nn2)c1 (configuration not stated) | i | 4 | / | / | / | -5 | / | -3.7 | -8 | /
16 | COc1ccccc1CC(=O)NCCc1ccc(S(N)(=O)=O)cc1 | i | 1 | i | 1 | 3 | -2 | 4 | 0.3 | 1 | 2
17 | CCC(=O)Nc1nnc(S(=O)(=O)N2CCc3ccccc32)s1 | i | 3 | i | 0 | 13 | 8 | 0 | -0.8 | -2 | 1
18 | Cc1cc[n+](-c2[nH]c(=O)sc2/C=N/N=C(\[O-])c2ccncc2)cc1C | i | -14 | i | -5 | 0 | 1 | 0 | -0.6 | -2 | -1
19 | CCOC(=O)c1c(S(=O)(=O)NCC(C)c2ccccc2)c(C)n(C)c1C (configuration not stated) | i | 2 | i | 0 | 8 | -1 | -2 | -0.2 | -5 | -2
20 | COc1ccc(OC)c(S(=O)(=O)Nc2cccc(F)c2)c1 | i | 2 | i | 0 | -6 | -2 | -1 | -0.2 | -6 | -2

Six entries from above, with two lines to a compound.
Below each SMILES – Neddyl block | SUMO1-SIM PPI | Rpn11 block | Rin1-Abl PPI inh | Scp-1 inhibitor | CSN deneddyl inh | DNMT1 inh | LMPTP inh | NadD block | STEP block
(19) CCOC(=O)c1c(S(=O)(=O)NCC(C)c2ccccc2)c(C)n(C)c1C (configuration not stated)
→ i | 2 | i | 0 | 8 | -1 | -2 | -0.2 | -5 | -2
(13) COc1ccc(C(=O)Nc2cnccn2)cc1[N+](=O)[O-]
→ i | -28 | i | 1 | 1 | -2 | 3 | -2.2 | -2 | -1
(10) CCOC(=O)C1=CN(CC)S(=O)(=O)NC1CC (configuration not stated)
→ i | 1 | i | -2 | 7 | -1 | 8 | -1.8 | -2 | 8
(14) CC(=O)Nc1ccccc1C(F)(F)F
→ i | -2 | i | -1 | -7 | 0 | 2 | -1.5 | -1 | -2
(12) CS(=O)(=O)N1CCN(c2nnc(-c3ccccc3)c3ccccc23)CC1
→ i | -2 | i | -4 | 3 | -3 | 4 | -0.1 | 2 | 1
(7) CCOc1cc(/C=C2\SC(=N)N(c3nccs3)C2=O)ccc1OCCN1CCOCC1
→ i | -4 | i | -2 | -4 | -2 | 0 | 2.4 | -1 | -2

Additional records:
nr | compound | Neddyl block | SUMO1-SIM PPI | Rpn11 block | Rin1-Abl PPI inh | Scp-1 inhibitor | CSN deneddyl inh | DNMT1 inh | LMPTP inh | NadD block | STEP block
21 | CCNC(=O)NC(=O)C(C)Sc1ccc2c(c1)OCCO2 (configuration not stated) | i | -3 | i | -4 | 0 | -1 | 3 | 0.3 | -4 | -4
22 | CN(Cc1cnccn1)C(=O)CC1C(=O)NCCN1Cc1ccc(F)cc1Cl (configuration not stated) | i | -3 | i | -1 | -2 | 3 | -1 | -0.4 | 0 | -1
23 | Cc1cccnc1C(NC(=O)C1CCN(Cc2ccc(Oc3ccccc3)cc2)CC1)c1ccc(F)cc1 (configuration not stated) | i | 3 | i | 1 | / | 2 | -10 | 0.2 | -11 | 0
24 | CCCS(=O)(=O)N1CCC(C(=O)NCCCN2CCC(Cc3ccccc3)CC2)CC1 | i | 5 | i | 2 | -11 | -3 | -1 | -0.8 | -5 | -1
25 | CC(NC(=O)CCc1nnc(C2CCCCC2)o1)c1ccc(F)cc1 (configuration not stated) | i | -5 | i | -2 | 1 | 4 | 0 | -1.6 | 3 | 4
26 | CCC(=O)Nc1ccc(NC(=O)c2cc3ccccc3o2)cc1 | i | -1 | i | 0 | -5 | 4 | -8 | -0.3 | -6 | -1
27 | COc1cccc(C2=Cc3ccc(F)cc3C(CC(C)=O)N2c2ccc(-c3cncnc3)cc2)c1 (configuration not stated) | / | -2 | / | / | / | -5 | / | 2.7 | -1 | /
28 | O=C(O)CCN1C(=O)c2ccc(NC(=O)CSCc3ccccc3)cc2C1=O | i | -8 | i | -3 | -1 | -2 | 10 | -0.3 | 0 | 2
29 | CCOC(=O)CC1CCCCN1C(=O)CCCn1nnnc1CN1CCOCC1 (configuration not stated) | i | 24 | i | 5 | -4 | -1 | 0 | -1.7 | -4 | -2
30 | O=C(CC(=O)Nc1ccccn1)Nc1ccccn1 | i | -5 | i | 3 | 0 | 2 | 0 | -1.8 | 3 | -2
31 | C[C@H]1CN([C@@H](C)CO)C(=O)CCCn2nncc2CO[C@@H]1CN(C)S(=O)(=O)c1cccc(F)c1 | i | 2 | i | -1 | / | -2 | 3 | 0.5 | 1 | 4
32 | COc1cc(NC(=O)c2cnn3c(C(F)F)cc(C4CC4)nc23)c(OC)cc1Cl | i | -3 | i | 0 | -5 | -1 | -16 | -0.6 | -3 | -1
33 | O=C(N/N=C/c1ccc(Cl)c([N+](=O)[O-])c1)c1ccc2c(c1)OCCO2 | i | 80* | + | -1 | 105* | 27 | 80* | 89* | -3 | 94*
34 | CC(C)(C)C1CCC(OC(=O)C[N+]2(C)CCCCC2)CC1 (configuration not stated) | i | 1 | i | 1 | 6 | 7 | -6 | -1.5 | -2 | -4
35 | CCOc1ccc(Br)cc1S(=O)(=O)Nc1ccc(C(=O)OCC(=O)Nc2ccc(C#N)cc2)cc1 | i | 6 | i | 0 | 3 | 2 | -7 | 2.6 | 34* | -6
36 | CC(C)CCNC(=O)c1ccc(OC2CCN(S(=O)(=O)N(C)C)CC2)cc1 | i | 0 | i | 0 | -10 | -5 | -2 | 1.4 | -7 | 0
37 | COc1ccccc1OCC(=O)Nc1sc2c(c1C(N)=O)CCC2 | i | 10 | i | -3 | 23 | 6 | 35 | 8.1 | -4 | 0
38 | Cc1cccc(NS(=O)(=O)c2cc(C(=O)OCC(=O)Nc3cc(C)on3)ccc2C)c1 | i | 2 | i | -2 | -8 | 1 | -5 | 1.2 | -5 | -2
39 | Cc1ccc(F)c(CNC(=O)C2(C)CCCN2C(=O)C(C)C)c1F (configuration not stated) | i | -5 | i | 4 | / | -3 | 0 | -0.8 | -1 | 3
40 | O=C(c1ccc2c(c1)OCO2)N1CCN(S(=O)(=O)N2CCCCC2)CC1 | i | -1 | i | 0 | 6 | 0 | 1 | -1.4 | 2 | -1
41 | CCC(NS(=O)(=O)c1ccc(OC)cc1)C(=O)NCCc1ccccc1 (configuration not stated) | i | -1 | i | 5 | -9 | 4 | 0 | 0.8 | -2 | 0
42 | CC(=O)Nc1ccc2nc(CN3CCN(CC(C)C)C(CCO)C3)ccc2c1 (configuration not stated) | i | -5 | i | 1 | -11 | -6 | -4 | -0.5 | 0 | 1
43 | NC(=O)C(CCC(=O)c1ccc(Br)cc1)S(=O)(=O)c1ccccc1 (configuration not stated) | i | -1 | i | 1 | -5 | -2 | 2 | -2.2 | -10 | 2
44 | Cc1ccc(C2NC(=S)NC3=C2C(=O)CC(C)(C)C3)cc1 (configuration not stated) | i | -2 | i | -1 | -9 | -10 | 0 | -2.4 | 0 | 1
45 | O=C(CCn1c(=O)oc2ccccc21)N1CCc2ccccc21 | i | -4 | i | 2 | -4 | 6 | -1 | -1.4 | -7 | 0
46 | Cc1ccc(CC(=O)Nc2ccncc2)cc1 | i | -3 | i | 1 | -3 | -8 | 0 | -0.8 | -4 | -2
47 | COc1ccc(C(=O)O)cc1S(=O)(=O)Nc1ccc(Oc2ccccc2)cc1 | i | 6 | i | 3 | 0 | 6 | 1 | -1.4 | 1 | 2
48 | C=CCn1c(SCc2cc([N+](=O)[O-])cc3c2OCOC3)nc2cc(C(=O)O)ccc2c1=O | i | -11 | i | -2 | -14 | -4 | 2 | 2.0 | 2 | 4
49 | O=S(=O)(Nc1cccc2ccccc12)c1cccs1 | i | 1 | i | 1 | 0 | 1 | -7 | -1.0 | -2 | -1
50 | CCc1nc(Nc2ccccc2OC)c2oc3ccccc3c2n1 | i | -3 | i | -2 | -10 | 0 | 4 | 3.5 | -8 | 4
